Assay outcomes (PubChem)
Caspase-1 inhib: blocks human caspase-1 allosterically or competitively. P29466. Caspase-1 enzyme, Ac-WEHD-AFC fluorogenic rate. hit rate 0.03% among 75,000. Potency, µM (top dose mostly 57.5 µM), inactives show at the top dose activity change, negative = inhibition, most hits filed as inhibitors;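 further: potency means the concentration at half of the fitted maximal effect; plate controls were vehicle for no effect and no substrate for full effect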
USP2a inh: blocks human ubiquitin-specific protease USP2a | AID 927 | O75604 | Potency, µM (doses to about 38.3 µM), for the others: top-dose activity change, negative = inhibition, hits mostly inhibitors | hit rate 0.1% among 60,000 | USP2a enzymatic assay, qHTS inhibition;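 further: potency means the concentration at half of the fitted maximal effect; nearly all actives have a fitted effect of over 60% in size; plate controls were DMSO for no effect and NEM full inhibition control for full effect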
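USP2 core (20 nM final) was preincubated with compound for 30 min at RT in 20 mM Tris-HCl pH 8.0, 2 mM CaCl2, 2 mM beta-mercaptoethanol; Ub-PLA2 (20 nM) plus NBD C6-HPC (20 uM) then added, fluorescence read after 2.5 h.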
ERK AVP inh: blocks ERK signaling stimulated by vasopressin; HEK293-V1b, vasopressin-stimulated pERK AlphaScreen; Potency, µM (doses to about 57.5 µM), inactives show top-dose activity, negative = inhibition, usual class: inhibitors; hit rate 0.99% among 72,000; further: potency means the concentration at half of the fitted maximal effect; on the % scale 0 is the no-effect control and ±100 the full control effect; nearly all actives have a fitted effect of over 55% in size
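Overnight-seeded V1b-HEK293 cells in 1% FBS got compound, then vasopressin (25 nM final, 5 min, 37C), then lysis buffer. AlphaScreen detection of phospho-ERK; activity normalized to basal and full-stimulation controls.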
Caspase-7 inhib: allosteric or competitive inhibitors of human caspase-7; Potency, µM (highest dose often 57.5 µM), for the others: top-dose activity change, negative = inhibition, actives largely listed as inhibitors; P55210; recombinant caspase-7, Ac-DEVD-AFC fluorescence rate; AID 889; hit rate 0.02% among 75,000; active means well fitted inhibition curve with a large enough effect in the main read-out, with a control signal flat, not every such curve was filed as active; inconclusive means small, poorly fitted or top-dose-only effect, or a change in a side signal; further: potency means the concentration at half of the fitted maximal effect; % of control where 0% means no effect
Target sequence (P55210 24-198 limits assumed): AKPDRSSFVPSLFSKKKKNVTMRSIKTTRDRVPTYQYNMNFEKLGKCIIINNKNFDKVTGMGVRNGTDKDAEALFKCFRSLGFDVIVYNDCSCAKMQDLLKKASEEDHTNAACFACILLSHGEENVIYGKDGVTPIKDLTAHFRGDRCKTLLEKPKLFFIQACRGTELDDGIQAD
Target sequence (P55210 207-303 limits assumed): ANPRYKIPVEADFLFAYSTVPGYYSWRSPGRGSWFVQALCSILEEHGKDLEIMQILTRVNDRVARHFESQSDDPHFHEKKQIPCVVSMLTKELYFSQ
Tau fil binding: tau filament binding. P10636. recombinant tau filaments, thioflavin S fluorescence, 15 h; filaments grown with octadecylsulfate alongside compound. Potency, µM (top dose mostly 57.1 µM), for the others: at the highest dose activity change, negative = inhibition. hit rate 2% among 71,000. AID 596;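 further: potency means the concentration at half of the fitted maximal effect; on the % scale 0 is the no-effect control and ±100 the full control effect; actives lower thioflavin S fluorescence by blocking filaments or displacing dye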
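His-tagged recombinant human tau (exons 2, 3 and 10 included), 1 uM, was induced to fibrillize by 30 uM sodium octadecylsulfate with compound present. After 15 h at 37 C, thioflavine S fluorescence (ex 450, em 510 nm) was read.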
CRE Fsk mod: modulators of forskolin-stimulated CRE signaling in CHO cells | hit rate 2.5% among 71,000 | CHO CRE-bla reporter (cAMP response element driving beta-lactamase), forskolin EC10, beta-lactamase ratio | AID 662 | Potency, µM (series often up to 38.2 µM), without a hit: at the highest dose activity change, negative = inhibition, most hits filed as activators; active means well fitted activation curve with a large enough effect in the signal ratio, with a control signal flat, not every such curve was filed as active; inconclusive means small, poorly fitted or top-dose-only effect, or effect the other way, or a change in a side signal; the % refers to the signal ratio; further: potency means the concentration at half of the fitted maximal effect; % of control where 0% means no effect
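Modulation of forskolin signalling: compounds in titration series added with EC10 NKH 477 to CHO cells carrying a CRE-driven beta-lactamase reporter, 3 h, 37C. CCF4 FRET ratio (460/530 nm, ex 405 nm) gives %activity and AC50.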
A350 fluor: compounds fluorescent in Alexa 350 spectral region; AID 590; Compound autofluorescence, 340/450 nm, Alexa 350 dye-equivalents; active compounds read high; hit rate 11% among 59,000; max dye-equivalent concentration, M; in the data active means max dye-equivalent concentration above about 10 nM; inconclusive means mostly about 1.1 nM to 9.6 nM
BRCT inh green: blocks human BRCA1 BRCT binding to phosphopeptide, green readout; P38398; BRCA1 BRCT-phosphopeptide binding, green fluorescence polarization; Potency, µM (doses to about 76.9 µM), inactives show at the top dose activity change, negative = inhibition, hits mostly inhibitors; hit rate 0.05% among 75,000;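 further: potency means the concentration at half of the fitted maximal effect; plate controls were peptide without protein for full effect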
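Fluorescence polarization: His-tagged BRCT (~35 kDa BRCA1 C-terminus, 250 nM) bound to 100 nM fluorescein-labeled phosphorylated 10-aa BACH1 peptide, pH 7.3 phosphate buffer with DTT and Tween 20. Compounds incubated 12 min at room temperature; inhibition read as lowered polarization.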
Luciferase inh: blocks Photinus pyralis firefly luciferase activity. P08659. purified firefly luciferase, luminescence, 8 min. Potency, µM (top dose mostly 57.1 µM), for the others: at the top dose activity change, negative = inhibition, most hits filed as inhibitors. hit rate 2.2% among 72,000. AID 411; further: potency means the concentration at half of the fitted maximal effect; on the % scale 0 is the no-effect control and ±100 the full control effect; nearly all actives have a fitted effect of over 40% in size
Target sequence (P08659 whole entry, looked up): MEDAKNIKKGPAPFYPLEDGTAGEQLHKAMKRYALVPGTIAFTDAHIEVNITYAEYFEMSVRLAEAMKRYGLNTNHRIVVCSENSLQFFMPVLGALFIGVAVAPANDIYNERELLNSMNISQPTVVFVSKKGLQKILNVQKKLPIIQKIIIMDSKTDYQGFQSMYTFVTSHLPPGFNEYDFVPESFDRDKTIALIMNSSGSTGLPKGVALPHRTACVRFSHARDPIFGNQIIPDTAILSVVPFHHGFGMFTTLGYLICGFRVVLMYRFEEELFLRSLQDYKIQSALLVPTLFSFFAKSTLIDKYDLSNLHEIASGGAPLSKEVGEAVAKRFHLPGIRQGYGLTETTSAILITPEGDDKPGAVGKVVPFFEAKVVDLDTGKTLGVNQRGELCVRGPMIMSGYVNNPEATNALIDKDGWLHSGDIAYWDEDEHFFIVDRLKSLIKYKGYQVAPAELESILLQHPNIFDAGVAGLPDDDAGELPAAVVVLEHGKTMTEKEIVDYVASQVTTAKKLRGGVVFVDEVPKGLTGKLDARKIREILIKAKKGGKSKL
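Luminescence read-out after 8 min at room temperature; enzyme reaction used luciferin plus 10 uM ATP (linear range) in imidazole buffer pH 7.2 with KCl, MgCl2, Tween 20 and BSA. Each sample was run as a titration.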
BRCT PPI red: BRCT-phosphoprotein interaction inhibition (red fluorophore); P38398; BRCT-phosphopeptide binding, red fluorescence polarization; Potency, µM (titrated, usually from 76.9 µM), without a hit: at the top dose activity change, negative = inhibition, hits mostly inhibitors; hit rate 0.03% among 75,000; AID 892; further: on the % scale 0 is the no-effect control and ±100 the full control effect
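Fluorescence polarization: 100 nM His-tagged BRCA1 BRCT with 100 nM TAMRA-labelled phospho-BACH1 decapeptide, phosphate buffer pH 7.3 with 150 mM NaCl, DTT, 0.01% Tween 20; 12 min RT. Binding inhibition seen as FP decrease.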
HEK293 cAMP cs: counter-screen for TSHR agonists: cAMP increase in parental HEK293; parental HEK293 CNG cAMP sensor, membrane potential fluorescence; Potency, µM (doses to about 57.1 µM), for inactives: at the top dose activation, most hits filed as activators; hit rate 2.5% among 73,000; further: potency means the concentration at half of the fitted maximal effect; % of control where 0% means no effect; nearly all actives have a fitted effect of over 55% in size
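Parental HEK 293 cells stably expressing a modified CNG channel (no TSHR) report cAMP rise as membrane depolarization. Membrane potential dye with 100 uM RO 20-1724 was loaded for 60 min at room temperature, then compound added for 30 min; fluorescence read at 590 nm.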
* = called active by the depositor; i = inactive; ? = inconclusive; / = not tested or not shown; [ ] = another dose, or the depositor's remark. Unless noted, the call rests on the fitted dose curve; in most records, active means well fitted curve in the direction sought with a large enough effect; inconclusive means small, poorly fitted or top-dose-only effect, or another doubt; inactive means no such curve, though single readings can be large; an effect the other way counts as inactive or inconclusive.

| Structure | Caspase-1 inhib | USP2a inh | ERK AVP inh | Caspase-7 inhib | Tau fil binding | CRE Fsk mod | A350 fluor | BRCT inh green | Luciferase inh | BRCT PPI red | HEK293 cAMP cs |
| --- | --- | --- | --- | --- | --- | --- | --- | --- | --- | --- | --- |
| CCOC(=O)c1c(NC(=O)c2ccco2)sc2c1CCCCC2 | -13% | ? | 59%[activator] | -26% | 98% | 10µM* | / | 1.1% | -10% | 0.6% | 12% |
| COCCN(C(=O)Cn1nnc2ccccc21)C(C(=O)NC1CCCC1)c1cc(OC)ccc1OC (stereo unspecified) | -2% | 8% | -3% | -8% | -4% | -3% | i | 0.5% | 2% | -1.2% | 25µM* |
| CCOc1ccccc1NC(=O)N1CCCC(c2nc3c(nnn3Cc3ccc(C)cc3)c(=O)[nH]2)C1 (stereo unspecified) | -2% | 20% | -23% | -25% | 52% | ? | i | 0.3% | -2% | -2.3% | ? |
| COc1ccc(OC)c(NS(=O)(=O)c2ccc3c(c2)n(C)c(=O)n3C)c1 | -2% | 8% | -2% | -1% | -3% | -7% | i | -1.5% | 1% | -1.5% | 8% |
| O=c1[nH]n(-c2ccccn2)c(=O)c2ccccc12 | 0% | -12% | ? | 0%[0.00368 µM] | 6% | -6% | i | 3.1% | -2% | -1.5% | -2% |
| O=C(O)CCCC(=O)Nc1ccc(N2CCCC2)cc1 | 0% | -11% | 11% | -2% | 1% | ? | ? | -2.1% | -6% | -0.2% | 10% |
| Cc1ccc(S(=O)(=O)N2CCC(C(=O)NCCCN3CCCCCC3)CC2)cc1 | -3% | 17% | -17% | -1% | -8% | -6% | i | 0.1% | -1% | 2.1% | -1% |
| Cc1cc(NC(=O)c2ocnc2C)no1 | 0% | 0% | -1% | 1% | 4% | 20% | i | -2.6% | -2% | 0.2% | 7% |
| O=C(Nc1cccnc1)c1noc2c1CCCC2 | 0% | -3% | 22% | -1% | -7% | ? | i | 0.1% | -13% | -0.6% | -5% |
| CN(C)c1ccc(CNCCC2(O)CCOC(C)(C)C2)cc1 (stereo unspecified) | -2% | -5% | -13% | 2% | -14% | 1% | i | -1.5% | 4% | -0.5% | 0% |
| CCOC(=O)CCCNC(=O)COC(=O)c1cc(C)cc(C)c1 | 0% | 4% | 0% | -1% | 7% | ? | ? | -2.2% | 1% | 1.0% | 16% |
| CCC(=O)N1CCN(c2nc(C)nc3sc(C)c(C)c23)CC1 | 2% | -8% | -7% | 1% | 0% | 8% | i | -2.0% | 0% | -1.3% | 26% |
| CCOC(=O)c1c(NC(C)=O)no[n+]1[O-] | 3% | -2% | 1% | -1% | -3% | -14% | i | 0.0% | 0% | 0.5% | -7% |
| Cc1ccsc1/C=c1\sc2ncnn2c1=O | 3% | 0% | -14% | 4% | -6% | -9% | i | 0.2% | 2% | 0.4% | -1% |
| COc1ccccc1NC(=O)N1CCn2c(nc3ccccc32)C1 | -2% | 5% | -18% | 0% | 5% | ? | i | -2.7% | 1% | -1.5% | 5% |
| OCC(CO)(CO)N=Cc1cc(Br)ccc1O | ? | -9% | 13% | -20% | -11% | 1% | / | -0.2% | -2% | 0.8% | -12% |
| CCn1c(SCC(=O)n2nc(C)cc2C)nnc1-c1ccc2c(c1)OCO2 | 5% | 3% | -2% | 1% | -5% | -5% | i | -4.2% | 0% | -0.1% | 2% |
| Cc1ccc(N2CC(C(=O)NCc3cccs3)CC2=O)cc1 (stereo unspecified) | 0% | 1% | 5% | 1% | 6% | -10% | i | -0.9% | -1% | 1.4% | -3% |
| N=c1c2c3c(sc2ncn1CCN1CCOCC1)CCCCC3 | -2% | 1% | 8% | -2% | 48% | ? | i | -0.5% | -4% | -0.4% | 12% |
| CC(C)OC(=O)CSc1nnc(Cc2ccccc2)n1C | 5% | 4% | 8% | -2% | -2% | -2% | ? | -1.3% | 2% | 0.5% | 12% |

Next part, overlapping the part above by three compounds.
| Structure | Caspase-1 inhib | USP2a inh | ERK AVP inh | Caspase-7 inhib | Tau fil binding | CRE Fsk mod | A350 fluor | BRCT inh green | Luciferase inh | BRCT PPI red | HEK293 cAMP cs |
| --- | --- | --- | --- | --- | --- | --- | --- | --- | --- | --- | --- |
| Cc1ccc(N2CC(C(=O)NCc3cccs3)CC2=O)cc1 (stereo unspecified) | 0% | 1% | 5% | 1% | 6% | -10% | i | -0.9% | -1% | 1.4% | -3% |
| N=c1c2c3c(sc2ncn1CCN1CCOCC1)CCCCC3 | -2% | 1% | 8% | -2% | 48% | ? | i | -0.5% | -4% | -0.4% | 12% |
| CC(C)OC(=O)CSc1nnc(Cc2ccccc2)n1C | 5% | 4% | 8% | -2% | -2% | -2% | ? | -1.3% | 2% | 0.5% | 12% |
| CC1CCCC(NC(=O)CN(C)S(=O)(=O)c2cccc3cccnc23)C1C (stereo unspecified) | 0% | / | 9% | -1% | 14% | -14% | / | -1.3% | 2% | -0.1% | 19% |
| O=c1c(-c2ccc(F)cc2)nc2cncnc2n1Cc1ccc(F)cc1 | -8% | 52%[activator] | ? | -10% | 13µM* | ? | i | -2.1% | 2%[11.4 µM] | -0.4% | -5% |
| CCOc1cc(C(=O)N2CCN(c3ccccc3)CC2)cc(OCC)c1OCC | -2% | 9% | -14% | -2% | -15% | 2% | / | -2.5% | 2% | -2.5% | ? |
| O=S(=O)(c1ccc(-c2cn3ccccc3n2)cc1)N1CCOCC1 | -2% | 0% | 1% | -2% | -24% | 17% | / | -1.5% | -6% | 0.4% | -1% |
| C=CCN(C(=O)c1ccccc1)c1ccc(OC)cc1 | -3% | -3% | 6% | -1% | -16% | -2% | i | -0.8% | -3% | 0.0% | 13% |
| O=C1c2ccccc2C(=O)N1CCCn1nnc(-c2ccc(N3CCOCC3)cc2)n1 | 1% | -2% | 0% | 2% | -8% | 1% | i | -2.1% | 2% | -0.5% | -4% |
| CC(=O)c1cccc(NC(=O)Nc2cccnc2)c1 | 0% | -4% | -9% | -1% | -16% | -24% | i | 0.8% | -25% | -2.7% | -1% |
| Cc1ccc(CCNC(=O)C2CCCN(S(=O)(=O)c3cccc4nsnc34)C2)cc1 (stereo unspecified) | 1% | 2% | -1% | -1% | 10% | 2% | ? | -0.9% | 2% | -0.3% | 18% |
| O=C1CCc2cc(S(=O)(=O)N3CCC(C(=O)Nc4nccs4)CC3)ccc2N1 | 3% | / | -6% | -1% | -10% | -3% | / | -1.4% | 0% | -1.8% | -4% |
| COc1ccccc1C(=O)NCCN1CCN(C(=O)c2ccccc2OC)CC1 | -1% | 4% | -4% | 0% | -4% | -6% | i | 0.3% | 2% | 0.7% | 23% |
| Cc1ccccc1-c1noc(-c2ccc(O)cc2)n1 | -6% | -4%[7.66 µM] | 2% | -2% | ? | ? | / | 1.9% | 20µM* | -0.3% | -3%[11.4 µM] |
| Cc1noc(C)c1C(=O)N1CCC2(CCCN(c3ccncc3)C2)CC1 | 0% | -23% | 9% | -1% | -5% | -2% | i | -1.6% | -1%[11.4 µM] | -0.2% | 7% |
| Cc1c2c(nc3nc4ccccc4n13)CCCC2=O | -3% | -6% | -17% | -3% | -11% | -8% | ? | -1.3% | 1% | -1.5% | 5% |
| Cc1csc(SCCN2C(=O)c3ccccc3C2=O)n1 | 2% | -5% | -5% | 0% | -3% | -6% | i | -1.4% | -10% | 0.4% | -1% |
| CCOc1ccc2c(c1)c1nnc(SCC(=O)N3CCC(C)CC3)nc1n2C | 0% | 14% | -10% | 0% | -16% | ? | i | 1.5% | 3% | 0.2% | -3% |
| COc1cccc2[nH]c3c(N4CCCC(C)C4)ncnc3c12 (stereo unspecified) | -1% | 25% | ? | 0% | 62% | ? | 3.8e-08M* | -2.9% | 13µM* | 0.6% | -24% |
| CCCCOc1ccccc1C1NC(=O)NC(C)=C1C(=O)OCCOC (stereo unspecified) | -1% | / | / | 0% | / | / | / | -1.3% | / | -1.9% | 2% |
| CCS(=O)(=O)N1Cc2ccccc2CC1C(=O)N1CCN(c2ccccc2)CC1 (stereo unspecified) | 2% | 32%[activator] | 19% | -16% | -8% | -16% | i | -0.8% | 1% | -0.8% | 13% |
| Cc1cc(C)cc(OCc2nnc(SCC(=O)c3ccccc3)o2)c1 | 0% | -1% | -4% | -5% | 1% | -2% | ? | -1.5% | 1% | 1.2% | ? |
| Cc1nc(COC(=O)c2ccc(CO)cc2)cs1 | -2% | 2% | 6% | 2% | 2% | 5% | 3.9e-08M* | -1.4% | -4% | -0.2% | 3% |
| CS(=O)(=O)N1CCC2(CCN(C(=O)Nc3cccc(F)c3)CC2)CC1 | -2% | -5% | -6% | -1% | 3% | -4% | i | -1.5% | 0%[11.4 µM] | -1.5% | -7% |
| CCCCOCP(=O)(CCCC)COCCCC | 0% | -13% | -3% | -1% | -6% | 1% | / | -1.5% | 2% | 0.4% | 26% |
